ROS inducer: ROS inducers in U2OS cancer cells, primary screen, cell-based, H2DCF-DA fluorescence. 46,000 tested, 2% active. ROS induction (% of piperlongumine), % at 10 µM. U2OS ROS induction. AID 624156, 2012; in the data active means ROS induction above about 79%, passing the limit was not always enough;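 further: 0% = DMSO vehicle median and 100% = reference compound median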
* hit, by the source's call. An excerpt; the hit share may differ from the screen's.

SMILES	ROS inducer
C[C@@H]1CN([C@H](C)CO)C(=O)Cc2cc(NC(=O)C3CC3)ccc2O[C@@H]1CN(C)Cc1ccncc1	-5
O=c1[nH]c(CN2CCCCC2)nc2c1oc1ccccc12	-23
CC1CCCN(CCCNC(=O)c2coc3nc4ccccc4nc23)C1 (configuration not stated)	-12
C=C1CC[C@H](O)CC1=C/C=C1\CCC[C@]2(C)[C@@H]([C@H](C)CC[C@@H](O)C(C)(C)O)CC[C@@H]12	-1
COc1cccc(NC(=O)CSc2ncnc3ccccc23)c1	-3
C=C1C(=O)O[C@@H]2C3O[C@]3(C)CC/C=C(/C)CC[C@@H]12 (some centres not stated)	92*
COc1cccc(N(CC(=O)Nc2ccc(F)cc2F)S(C)(=O)=O)c1	-3
CNC[C@H]1Oc2ccc(NS(=O)(=O)c3cn(C)cn3)cc2C(=O)N([C@@H](C)CO)C[C@H]1C	12
C[C@H](CO)N1C[C@H](C)[C@@H](CN(C)S(C)(=O)=O)Oc2c(NC(=O)c3cnccn3)cccc2C1=O	1
CC(=O)N1CCc2cc(NC(=S)NCc3cccs3)ccc21	5
C[C@@H]1CN([C@H](C)CO)C(=O)Cc2cc(NC(=O)CCN3CCOCC3)ccc2O[C@@H]1CN(C)S(=O)(=O)c1cn(C)cn1	-8
N#C/C(=C\c1cc(Cl)cc(Cl)c1)c1cccnc1	8
C=C1C(=O)O[C@@H]2/C=C(/CO[C@@H]3O[C@H](CO)[C@@H](O)[C@H](O)[C@H]3O)CC/C=C3\C[C@H](OC3=O)[C@@H]12	-5
CCc1nc(SCC(=O)Nc2ccc(C)cc2)n[nH]1	-6
C[C@H]1CN([C@@H](C)CO)C(=O)Cc2cc(NC(=O)Nc3ccccc3)ccc2O[C@H]1CN(C)C(=O)NC1CCCCC1	-1
Cc1ccccc1NC(=O)C1CC(O)CN1C(=O)OCc1ccccc1 (configuration not stated)	-5
CCn1c(SCC(=O)Nc2ccccc2C)nc2ccccc2c1=O	-6
C[C@@H]1CN([C@@H](C)CO)C(=O)CCCn2nncc2CO[C@H]1CN(C)Cc1ccc2c(c1)OCCN2C	-23
COC(=O)CCc1[nH]c2ccccc2c1Sc1ccccc1	-3
COc1ccc(Cl)cc1N(CC(=O)Nc1cc(Cl)cc(Cl)c1)S(C)(=O)=O	3

A few values from above:
`C=C1C(=O)O[C@@H]2/C=C(/CO[C@@H]3O[C@H](CO)[C@@H](O)[C@H](O)[C@H]3O)CC/C=C3\C[C@H](OC3=O)[C@@H]12` – ROS inducer: -5
`CC1CCCN(CCCNC(=O)c2coc3nc4ccccc4nc23)C1` (configuration not stated) – ROS inducer: -12
`C=C1CC[C@H](O)CC1=C/C=C1\CCC[C@]2(C)[C@@H]([C@H](C)CC[C@@H](O)C(C)(C)O)CC[C@@H]12` – ROS inducer: -1
`C[C@H]1CN([C@@H](C)CO)C(=O)Cc2cc(NC(=O)Nc3ccccc3)ccc2O[C@H]1CN(C)C(=O)NC1CCCCC1` – ROS inducer: -1
`COc1ccc(Cl)cc1N(CC(=O)Nc1cc(Cl)cc(Cl)c1)S(C)(=O)=O` – ROS inducer: 3
`O=c1[nH]c(CN2CCCCC2)nc2c1oc1ccccc12` – ROS inducer: -23

New compounds follow.
SMILES	ROS inducer
OC(COc1ccc(Cl)cc1)Cn1cnc(-c2ccccc2)c1 (configuration not stated)	-21
C[C@H](CO)N1C[C@H](C)[C@H](CN(C)S(=O)(=O)c2ccccc2)Oc2ccc(NS(C)(=O)=O)cc2C1=O	-7
C[C@@H]1CN([C@@H](C)CO)C(=O)c2cc(NS(=O)(=O)c3ccc(F)cc3)ccc2O[C@@H]1CN(C)CC1CCCCC1	19
O=C(NCc1ccc(-c2csnn2)cc1)c1cc(Cl)cc(Cl)c1	-6
COC(=O)c1ccc(NC(=O)CCC(=O)c2ccc(OC)cc2)cc1	-3
C[C@H]1CN([C@@H](C)CO)C(=O)Cc2cc(NC(=O)C3CC3)ccc2O[C@@H]1CN(C)S(=O)(=O)c1ccc(Cl)cc1	5
C[C@H]1CN([C@@H](C)CO)C(=O)c2cc(NS(=O)(=O)c3cccs3)ccc2O[C@H]1CN(C)C	-17
C[C@@H]1CN([C@H](C)CO)C(=O)CCCn2nncc2CO[C@@H]1CN(C)Cc1ccc(Oc2ccccc2)cc1	54
S=c1[nH]c(=S)c2cnc(N3CCOCC3)nc2[nH]1	8
Cc1ccc(S(=O)(=O)Nc2ccc3c(c2)CC(=O)N([C@@H](C)CO)C[C@H](C)[C@@H](CN(C)S(=O)(=O)c2cccs2)O3)cc1	16
CC(C)NC(=O)N(C)C[C@@H]1Oc2ccc(NC(=O)C3CC3)cc2C(=O)N([C@@H](C)CO)C[C@H]1C	-10
Cc1noc(C)c1NC(=O)Nc1ccc2c(c1)C(=O)N([C@H](C)CO)C[C@H](C)[C@H](CN(C)C(=O)NC1CCCCC1)OCCCC[C@@H](C)O2	-6
Nc1ncnc(Nc2ccccn2)c1[N+](=O)[O-]	-5
COc1ccc(NC(=O)N(C)C[C@H]2Oc3c(NC(=O)Nc4ccc5c(c4)OCO5)cccc3C(=O)N([C@H](C)CO)C[C@H]2C)cc1	0
C[C@@H]1CN([C@@H](C)CO)C(=O)c2cccc(NC(=O)Nc3ccccc3)c2O[C@@H]1CN(C)Cc1ccc(Oc2ccccc2)cc1	87*
COc1ccc(S(=O)(=O)N(C)C[C@H]2Oc3c(NS(=O)(=O)c4c(C)noc4C)cccc3C(=O)N([C@H](C)CO)C[C@H]2C)cc1	-4
C[C@@H]1CN([C@H](C)CO)C(=O)Cc2cc(NS(=O)(=O)c3cn(C)cn3)ccc2O[C@@H]1CN(C)Cc1ccc(Cl)c(Cl)c1	24
COc1ccccc1NC(=O)Cn1nnc(-c2ccc(C(F)(F)F)cc2)n1	-6
C[C@H]1CN([C@@H](C)CO)C(=O)Cc2cc(NC(=O)C3CC3)ccc2O[C@H]1CN(C)C(=O)NC1CCCCC1	-3
C[C@H](CO)N1C[C@H](C)[C@H](CN(C)Cc2ccc(C(F)(F)F)cc2)Oc2c(NC(=O)Nc3ccc4c(c3)OCO4)cccc2C1=O	13

3 compounds picked at random from those above, as already listed:
SMILES	ROS inducer
C[C@@H]1CN([C@@H](C)CO)C(=O)c2cccc(NC(=O)Nc3ccccc3)c2O[C@@H]1CN(C)Cc1ccc(Oc2ccccc2)cc1	87*
C[C@H](CO)N1C[C@H](C)[C@H](CN(C)S(=O)(=O)c2ccccc2)Oc2ccc(NS(C)(=O)=O)cc2C1=O	-7
CC1CCCN(CCCNC(=O)c2coc3nc4ccccc4nc23)C1 (configuration not stated)	-12

More entries.
SMILES	ROS inducer
C[C@@H]1CN([C@@H](C)CO)C(=O)c2cc(NC(=O)Cc3cn(C)c4ccccc34)ccc2O[C@H]1CN(C)Cc1ccc(C(F)(F)F)cc1	22
COc1ccc(S(=O)(=O)N(C)C[C@H]2Oc3ccc(NS(=O)(=O)c4cccs4)cc3C(=O)N([C@@H](C)CO)C[C@H]2C)cc1	6
OCCN(CCO)c1nc(-c2ccccc2)nc2sc(-c3ccccc3)cc12	116*
O=C1O[C@H](c2ccccc2)[C@H](c2ccccc2)N2[C@H]1[C@@H](C(=O)N1CCCCCCC1)[C@]1(C(=O)Nc3ccc(C#CC4=CCCCC4)cc31)[C@H]2c1ccccc1OCCO	-3
O=C(CCCCCCC(=O)Nc1ccccc1O)N/N=C/c1ccc(O)c(O)c1	-9
C[C@@H]1CCCCO[C@@H](CN(C)S(C)(=O)=O)[C@@H](C)CN([C@H](C)CO)C(=O)c2cc(NC(=O)Nc3ccc(C(F)(F)F)cc3)ccc2O1	13
C[C@@H]1CCCCO[C@@H](CN(C)Cc2ccc(C(=O)O)cc2)[C@@H](C)CN([C@H](C)CO)C(=O)c2cc(NC(=O)C3CCCCC3)ccc2O1	26
C[C@H]1CN([C@@H](C)CO)C(=O)c2cccc(NC(=O)Nc3ccc(F)cc3)c2O[C@@H]1CN(C)S(=O)(=O)c1ccccc1	20
Cc1noc(C)c1NC(=O)N(C)C[C@H]1Oc2ccc(NC(=O)Nc3ccc4c(c3)OCO4)cc2C(=O)N([C@H](C)CO)C[C@H]1C	-4
Cc1noc(C)c1S(=O)(=O)Nc1ccc2c(c1)CC(=O)N([C@H](C)CO)C[C@@H](C)[C@H](CN(C)Cc1ccc(C(=O)Nc3ccccc3N)cc1)O2	3
Cc1noc(C)c1NC(=O)N(C)C[C@@H]1Oc2c(NC(=O)c3ccc(-c4nccs4)cc3)cccc2C(=O)N([C@H](C)CO)C[C@@H]1C	-3
C[C@@H]1CN([C@H](C)CO)C(=O)CCCn2nncc2CO[C@@H]1CN(C)S(=O)(=O)c1ccccc1F	11
Cc1noc(C)c1S(=O)(=O)Nc1ccc2c(c1)CC(=O)N([C@H](C)CO)C[C@@H](C)[C@H](CN(C)Cc1ccccc1)O2	11
CC(C)(O[C@@H]1O[C@H](CO)[C@@H](O)[C@H](O)[C@H]1O)[C@@H]1Oc2cc3oc(=O)ccc3cc2[C@H]1O	0
Cc1noc(C)c1NC(=O)N(C)C[C@@H]1Oc2ccc(NC(=O)Nc3ccc4c(c3)OCO4)cc2CC(=O)N([C@H](C)CO)C[C@@H]1C	0
COc1ccccc1N(CC(=O)Nc1ccccc1Cl)S(C)(=O)=O	-12
C[C@H]1CN([C@@H](C)CO)C(=O)c2cccc(NC(=O)Nc3ccccc3)c2O[C@@H]1CN(C)Cc1ccc(Cl)c(Cl)c1	89*
C[C@@H]1CN([C@@H](C)CO)C(=O)c2cccc(NC(=O)C3CCOCC3)c2O[C@@H]1CN(C)S(=O)(=O)c1cccs1	0
COc1ccc2oc(=Nc3ccc(C(=O)O)cc3)c(C(=O)NCc3ccccc3)cc2c1	-9
C[C@H]1CN([C@@H](C)CO)C(=O)c2cccc(NC(=O)NC3CCCCC3)c2O[C@H]1CN(C)C(=O)Nc1ccc(F)cc1	-6
COc1ccc(CN(C)C[C@H]2Oc3ccc(NC(=O)Nc4cccc5ccccc45)cc3C(=O)N([C@H](C)CO)C[C@@H]2C)cc1	4
C[C@@H]1CN([C@H](C)CO)C(=O)c2cccc(NC(=O)C3CCOCC3)c2O[C@@H]1CN(C)S(C)(=O)=O	-2
O=c1[nH]cnc2c1sc(=S)n2-c1ccccc1	-7
COC(=O)c1c(NC(=O)C2CC(=O)NN2Cc2ccccc2)sc2c1CCC2 (configuration not stated)	149*
CNC[C@H]1Oc2c(NC(=O)Nc3ccc4c(c3)OCO4)cccc2C(=O)N([C@@H](C)CO)C[C@H]1C	1
Cc1ccc(S(=O)(=O)Nc2ccc3c(c2)CC(=O)N([C@H](C)CO)C[C@@H](C)[C@@H](CN(C)S(=O)(=O)c2cn(C)cn2)O3)cc1	-5
C[C@@H]1CN([C@@H](C)CO)C(=O)c2cccc(NS(=O)(=O)c3ccc(Cl)cc3)c2O[C@@H]1CN(C)Cc1ccc(C(=O)Nc2ccccc2N)cc1	37
Cc1ccc(S(=O)(=O)N(C)CC(=O)Nc2cccc(C(F)(F)F)c2)cc1	-12
NC(=O)CSc1nc2c(c(=O)n1-c1ccccc1)C1=C(CCC1)C2	-5
O=C(CSc1nc2nccnc2c(=O)n1Cc1ccccc1)Nc1ccccc1C(F)(F)F	-9
COc1ccc(CN(C)C[C@H]2Oc3ccc(NC(=O)NC4CCCCC4)cc3C(=O)N([C@H](C)CO)C[C@H]2C)cc1	-4
Cc1nc(S(=O)(=O)NCC2CCN(Cc3ccc(OCCO)cc3)CC2)cn1C	4
COc1ccc(CN(C)C[C@H]2Oc3ccc(NS(=O)(=O)c4ccc(F)cc4)cc3CC(=O)N([C@@H](C)CO)C[C@@H]2C)cc1	19
O=C(CC1NCCNC1=O)Nc1cccc(Cl)c1Cl (configuration not stated)	-6
COc1ccccc1CN(C)C[C@@H]1OCc2cn(nn2)CCCC(=O)N([C@@H](C)CO)C[C@@H]1C	13
CN(C(=O)c1ccn[nH]1)C1CC(C)(C)N(C)C(C)(C)C1	9
C[C@@H]1CCCCO[C@@H](CN(C)CC2CC2)[C@@H](C)CN([C@H](C)CO)C(=O)c2cc(NC(=O)CCC(F)(F)F)ccc2O1	29
C[C@H]1CN([C@@H](C)CO)C(=O)Cc2cc(NS(=O)(=O)c3ccc(F)cc3)ccc2O[C@@H]1CN(C)S(=O)(=O)c1ccc(Cl)cc1	37
COC(=O)c1c(C)c(=O)[nH]c2ccccc12	-1
C[C@H](CO)N1C[C@H](C)[C@H](CN(C)S(=O)(=O)c2cccs2)Oc2ccc(NS(=O)(=O)c3ccccc3)cc2C1=O	10

3 compounds out of the list, ordered by length of the SMILES, lowest first:
SMILES	ROS inducer
NC(=O)CSc1nc2c(c(=O)n1-c1ccccc1)C1=C(CCC1)C2	-5
C[C@H]1CN([C@@H](C)CO)C(=O)Cc2cc(NS(=O)(=O)c3ccc(F)cc3)ccc2O[C@@H]1CN(C)S(=O)(=O)c1ccc(Cl)cc1	37
Cc1ccc(S(=O)(=O)Nc2ccc3c(c2)CC(=O)N([C@H](C)CO)C[C@@H](C)[C@@H](CN(C)S(=O)(=O)c2cn(C)cn2)O3)cc1	-5

(listing goes on)
SMILES	ROS inducer
C[C@H]1CN([C@@H](C)CO)C(=O)Cc2cc(NC(=O)Nc3cccc4ccccc34)ccc2O[C@H]1CN(C)CC1CC1	8
O=C(CCc1ccc(O)cc1)c1c(O)c([C@@H]2O[C@H](CO)[C@@H](O)[C@H](O)[C@H]2O)c(O)c([C@@H]2O[C@H](CO)[C@@H](O)[C@H](O)[C@H]2O)c1O	1
COc1cc(NS(=O)(=O)c2ccc(NC(=O)c3csc(C)c3)cc2)nc(OC)n1	7
O=C1O[C@H](c2ccccc2)[C@H](c2ccccc2)N2[C@H]1[C@@H](C(=O)O)[C@]1(C(=O)Nc3ccccc31)[C@H]2c1ccc(O)cc1	-17
COc1ccc(NC(=O)CC2SC(=Nc3ccccc3)N(c3ccccc3)C2=O)cc1 (configuration not stated)	-4
C[C@@H]1CC[C@]2(C(=O)O)CC[C@]3(C(=O)O)C(=CCC4[C@@]5(C)CC[C@H](O[C@@H]6O[C@@H](C)[C@H](O[C@@H]7O[C@H](CO)[C@@H](O)[C@H](O)[C@H]7O)[C@@H](O)[C@H]6O)C(C)(C)C5CC[C@]43C)C2[C@H]1C (some centres not stated)	7
O=C(O)c1cccc(COc2ccc(CO)cc2Br)c1	1
Cc1cc(C(=O)Nc2cccc3c2O[C@@H](CN(C)C(=O)Nc2ccc(F)cc2)[C@H](C)CN([C@H](C)CO)C3=O)n(C)n1	-7
Cc1noc(C)c1S(=O)(=O)Nc1ccc2c(c1)C(=O)N([C@H](C)CO)C[C@H](C)[C@@H](CN(C)C(=O)Nc1ccc(C(F)(F)F)cc1)OCCCC[C@@H](C)O2	17

High-throughput results deposited in PubChem BioAssay by Broad Institute.
